PvdQ inh = P. aeruginosa PvdQ acylase inhibition; purified PvdQ acylase, fluorescence plate reader; inhibition, % at 10 µM; 340,000 compounds, 0.063% hits; in the data active = inhibition above about 30%, passing the limit was not always enough; inconclusive = no clear call, values can overlap the other calls;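 also: 0% = vehicle neutral wells and 100% = reference inhibitor wells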
CDK5 inh = inhibitors of human CDK5/p35 kinase; inhibition, % at 10 µM; 330,000 compounds, 0.01% hits; Q00535+Q15078; Recombinant CDK5/p35, ADP-Glo luminescence, 60 min;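 active = highest replicate inhibition of at least 50% and at least 75% of replicates reaching 50%; inconclusive = only one of the two criteria met; inactive = both criteria failed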;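 also: plate controls were DMSO neutral control for no effect and GW8510 at 10 µM for full effect; many of its hits are not listed in these tables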
dFosB act = enhances mouse delta FosB homodimer DNA binding; 340,000 compounds, 0.99% hits; AID 493131; purified delta FosB, TAMRA-CDK5 oligo fluorescence polarization; percent of positive-control signal above neutral wells; P13346; activation, % at 25 µM;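 active = mean activation above about 17%, with every replicate also reaching it, limit read from the data, passing the limit was not always enough; inconclusive = only one of the two conditions met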;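 also: fluorescence polarization rise as delta FosB binds a TAMRA Cdk5 AP-1 oligo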
Rtt109 Vps75 = inhibitors of Candida albicans Rtt109/Vps75 histone acetyltransferase. purified Rtt109/Vps75, ThioGlo CoA-SH fluorescence, 4 h. AID 540336. inhibition, % at 34.9 µM. 330,000 compounds, 0.16% hits;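 active = inhibition of at least 50% in every replicate; inconclusive = best replicate reaches 50% inhibition but some replicates fall short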
SR-BI DiI inh = blocks mouse SR-BI lipid uptake from DiI-HDL; Q61009; ldlA[mSR-BI] CHO cells, DiI-HDL uptake fluorescence, 3 h; inhibition, % at 12.5 µM; 320,000 compounds, 0.96% hits;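 active = mean replicate inhibition of at least 70% and a set share of replicates each scoring 70 or more; inconclusive = meets just one of the two criteria; inactive = fails both criteria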;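 also: 0% = median of neutral control wells and 100% = median of positive control wells; values of inactives mirror those of a sister screen read the other way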
Target sequence (Q61009 whole entry, looked up): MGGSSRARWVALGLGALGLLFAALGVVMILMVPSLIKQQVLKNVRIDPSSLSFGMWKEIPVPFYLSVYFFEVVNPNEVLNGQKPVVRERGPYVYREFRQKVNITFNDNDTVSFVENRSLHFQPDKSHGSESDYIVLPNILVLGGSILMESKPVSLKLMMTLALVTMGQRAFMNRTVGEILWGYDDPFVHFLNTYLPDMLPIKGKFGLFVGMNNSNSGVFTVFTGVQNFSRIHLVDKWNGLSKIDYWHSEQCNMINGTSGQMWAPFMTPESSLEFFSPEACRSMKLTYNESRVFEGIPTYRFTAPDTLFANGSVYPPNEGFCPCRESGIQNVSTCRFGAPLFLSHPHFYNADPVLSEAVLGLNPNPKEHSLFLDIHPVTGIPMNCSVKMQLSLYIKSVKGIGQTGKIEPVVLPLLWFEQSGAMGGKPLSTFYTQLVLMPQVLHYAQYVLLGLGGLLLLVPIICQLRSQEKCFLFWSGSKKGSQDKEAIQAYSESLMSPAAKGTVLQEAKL
HTR5A ag ctr = counter-screen for OPRM1-OPRD1 agonists: human HTR5A agonism; P47898; HTR5A agonist assay, luminescence, cell-based; activation, % at 9.3 µM; 340,000 compounds, 0.61% hits; in the data active = activation mostly above about 9.5%, no sharp cut-off; inactive = mostly below about 7.6%;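 also: 0% = cells with vehicle only and 100% = reference agonist; strong numbers were not always called active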
Target sequence (P47898 whole entry, looked up): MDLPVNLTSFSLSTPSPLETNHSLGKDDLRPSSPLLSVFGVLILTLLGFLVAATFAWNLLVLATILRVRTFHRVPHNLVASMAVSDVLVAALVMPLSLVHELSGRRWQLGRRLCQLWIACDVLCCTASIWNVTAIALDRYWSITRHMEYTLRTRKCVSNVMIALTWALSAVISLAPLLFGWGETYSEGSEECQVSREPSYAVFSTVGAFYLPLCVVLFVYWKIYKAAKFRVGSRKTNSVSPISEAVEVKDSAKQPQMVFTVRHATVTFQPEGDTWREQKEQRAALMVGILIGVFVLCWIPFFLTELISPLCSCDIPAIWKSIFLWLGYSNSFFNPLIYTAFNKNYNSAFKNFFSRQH
SR-BI DiI-HDL act = activators of SR-BI mediated HDL lipid uptake | 320,000 compounds, 0.096% hits | CHO ldlA[mSR-BI] cells, DiI-HDL uptake fluorescence, 3 h; 100 = double the neutral-control signal | AID 504775 | activation, % at 12.5 µM;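 active = mean replicate activation of at least 60% and every replicate at or above 60%; inconclusive = mean or all-replicate condition met, but not both; inactive = mean below 60% and not all replicates reaching 60%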;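 also: 0% = median plate neutral-control signal and 100% = twice that signal; values of inactives mirror those of a sister screen read the other way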
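Material: SR-BI-overexpressing, LDLR-lacking CHO cells; schedule: compound exposure 3 h, 37 °C; reagent: DiI-labelled HDL at 10 µg/mL final; technique: bottom-read fluorescence, 550/595 nm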
Wnt bcat act = activators of Wnt/beta-catenin signaling; Wnt/beta-catenin reporter cell assay, activator, plate reader; activation, % at 9.35 µM; 300,000 compounds, 1.2% hits; AID 743398; in the data active = activation above about 30%, passing the limit was not always enough; inconclusive = no clear call, values can overlap the other calls;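 also: 0% = neutral control wells and 100% = positive control wells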
MITF act = MITF TRPM1 promoter activation in melanoma cells; SK-MEL-5 TRPM1-promoter luciferase, 24 h; % of positive control, neutral wells = 0; activation, % at 12.5 µM; 300,000 compounds, 0.75% hits;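 active = mean activation of at least 80% with every replicate also reaching 80%; inconclusive = mean reaches 80% but some replicate falls short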;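 also: 0% = neutral control wells and 100% = parthenolide positive control wells; values of inactives mirror those of a sister screen read the other way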
cardiac RTF act = increases calcium sensitivity of human cardiac regulated thin filaments; P19429+P45379; IANBD-labeled TnC RTF fluorescence at EC20 calcium; 0% EC20 calcium, 100% full calcium; activation, % at 7.2 µM; 340,000 compounds, 0.24% hits;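 active = activation above the mean over all tested compounds plus 3 SD, cut at about 30% in these data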;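 also: rise in fluorescence read as greater calcium sensitivity of cardiac thin filaments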
The depositor's hits bear a star; ? = inconclusive; / = not tested or not shown. Compounds were not picked by outcome; 4.4% or so of the library scored in one or more.

SMILES	PvdQ inh	CDK5 inh	dFosB act	Rtt109 Vps75	SR-BI DiI inh	HTR5A ag ctr	SR-BI DiI-HDL act	Wnt bcat act	MITF act	cardiac RTF act
CCCCN(C(=O)c1ccc(S(=O)(=O)N2CCCCC2)cc1)C1CCS(=O)(=O)C1 (stereo not given)	-6	0.8	-4	5	-9	9	9	0	0	3
C=CC[C@H](CC(=O)N(CCO)Cc1ccccc1)C(=O)N[C@H](COC(=O)[C@@H](CC=C)CC(=O)OC(C)(C)C)c1ccccc1	-17	1.4	-17	1	37	0	-37	-2	-9	-2
CCOC(=O)c1ccccc1NC(=O)CSc1nccn1C	-16	-2.4	-10	-1	9	1	-9	-1	-5	8
N#Cc1ccccc1OCC(=O)OCC(=O)Nc1ccc2c(c1)OCO2	10	-0.8	6	5	-18	1	18	-2	-3	-3
COc1cccc(C(=O)CN(C(=O)c2ccc(Cl)cc2Cl)N2C(=O)c3ccccc3C2=O)c1	4	1.6	-9	-7	13	0	-13	-2	8	-5
CN(C)c1ccnc(Nc2ccccc2)c1C#N	0	-1.0	-2	-3	-7	/	7	0	-11	/
Cc1onc(-c2ccccc2)c1C(=O)N1CCN(S(=O)(=O)c2ccc(Cl)cc2)CC1	-17	1.0	-6	-11	/	8	/	1	8	-4
O=C(NCCCN1CCOCC1)C1Cc2c(ccc3ccccc23)O1 (stereo not given)	10	-0.9	-1	5	4	-4	-4	-3	4	6
Cc1cccc(NC(=O)CSc2ccc(-c3cccnc3)nn2)c1	-16	0.1	-10	-4	-18	2	18	-2	7	1
COc1ccc(C(=O)/C=C/c2ccsc2)cc1CSCC(=O)O	-2	-0.9	-4	11	1	1	-1	1	-9	-3
O=C(NCC1CCCO1)/C(=C\c1ccco1)NC(=O)c1ccccc1 (stereo not given)	8	0.3	10	1	-7	-2	7	/	-12	4
CC1(C)CC(=O)c2cnc(NC(=O)C3CCCC3)nc2C1	-8	1.6	-12	2	7	11	5	1	/	2
O=C(Nc1ccc(N2CCN(C(=O)c3ccc(Cl)cc3)CC2)cc1)c1ccc2c(c1)OCCO2	-1	-1.1	-6	4	46	1	-46	8	-73	5
Oc1ccccc1C1=NCCNC(C(F)(F)F)=C1	9	0.2	-1	-6	-20	0	20	-10	-1	2
N#Cc1c(N)oc(-c2ccc3c(c2)OCO3)c1-c1ccc2c(c1)OCO2	-13	0.1	-11	13	23	0	-23	/	/	8
COC(=O)C1CCN(CC(=O)Nc2ccc(OC)c(Cl)c2)CC1	-13	-1.9	-8	-12	6	5	-6	-2	-4	-2
CN(CC(=O)Nc1ccc(F)cc1)C(=O)COc1ncnc2ccccc12	-14	-0.7	8	-18	-9	1	9	1	-2	2
Cc1ccc(C(=O)CC2(O)C(=O)N(C)c3ccccc32)s1 (stereo not given)	-9	-0.4	-3	-6	-12	-3	12	2	-20	-5
COc1cc(CN2CCCN(C)CC2)c([N+](=O)[O-])cc1OC	-4	1.5	1	1	-23	-2	23	-4	-11	-1
COc1ccc(N2CCN(C3=CC(=O)N(c4cccc(Cl)c4)C3=O)CC2)cc1	1	-3.2	6	-7	-13	-1	13	-1	11	6
C[C@H]1CCC(=O)N([C@H](CSc2ccccc2)Cc2ccccc2)CC1	-8	-2.8	8	3	-7	6	7	-1	0	3
Cc1cc(CNC(=O)Nc2ccc3c(c2)OCO3)nn1C	3	0.0	6	7	-3	1	3	/	/	2
Cc1ccsc1C1NC(=O)c2ccccc2N1 (stereo not given)	1	0.8	0	-14	3	3	1	9	-14	1
Cc1cc(C)n2nc(CNS(=O)(=O)c3cccc([N+](=O)[O-])c3)nc2n1	-3	1.6	0	3	-17	4	17	0	11	1
O=C(NCCNC(=O)c1ccccc1O)c1ccccc1O	-13	-8.5	-2	-4	-3	7	3	0	/	4

Overlap with the part before: three entries; new compounds follow.
SMILES	PvdQ inh	CDK5 inh	dFosB act	Rtt109 Vps75	SR-BI DiI inh	HTR5A ag ctr	SR-BI DiI-HDL act	Wnt bcat act	MITF act	cardiac RTF act
Cc1ccsc1C1NC(=O)c2ccccc2N1 (stereo not given)	1	0.8	0	-14	3	3	1	9	-14	1
Cc1cc(C)n2nc(CNS(=O)(=O)c3cccc([N+](=O)[O-])c3)nc2n1	-3	1.6	0	3	-17	4	17	0	11	1
O=C(NCCNC(=O)c1ccccc1O)c1ccccc1O	-13	-8.5	-2	-4	-3	7	3	0	/	4
Cc1ccc(N2C(=O)CC(Cc3cccc(C)c3)C2=O)cc1 (stereo not given)	-4	-0.1	0	1	-10	-2	10	-1	-3	-2
O=C(NCc1cccc(OC(F)(F)F)c1)C1CCC(=O)N(Cc2cccc(F)c2)C1 (stereo not given)	-16	2.1	-8	-11	8	0	-8	2	-4	3
Cc1csc(NC(=O)c2c(-c3ccccc3)noc2C)n1	-11	0.0	-4	12	/	1	/	-2	/	1
CC(=O)N1c2ccccc2NC2=C(C(=O)CC(C)(C)C2)C1c1cccn1C (stereo not given)	-3	-1.5	-3	-5	-30	0	30	0	-17	1
C=CCn1c(=N)n(CC(=O)c2ccc(OC)cc2)c2ccccc21	-8	1.6	-4	1	/	-3	/	1	10	-3
COc1ccc(NC(=O)c2cn3c(nc4ccccc43)c(C#N)c2C)cc1	-9	-3.2	0	-1	4	-4	-4	2	5	-2
Cc1cccc2cc(C#N)c(NCc3ccccc3)nc12	-8	1.2	0	-10	37	7	-37	-2	20	1
Clc1ccccc1/C=C/c1nc(-c2ccccn2)no1	-11	5.6	-20	7	6	-1	-6	0	/	7
COc1cc(NC(=O)COC(=O)C=C(C)C)c(C)cc1[N+](=O)[O-]	-4	2.2	-3	-7	8	3	-8	0	3	8
O=C(COC(=O)c1ccc(=O)n(Cc2ccccc2)n1)Nc1ccc2c(c1)OCCO2	-9	0.0	-7	2	-23	-3	23	-6	-6	-2
CCc1[nH]nc2c1C(c1ccc(Br)s1)C(C#N)=C(N)O2 (stereo not given)	1	0.3	-1	-2	-35	-1	35	/	-13	1
CCOc1ccc(CCN2C(=O)C(=O)N([C@@H](CC(C)C)CN3CCC[C@@H]3CN3C(=O)C(=O)NC[C@@H]3Cc3ccccc3)C[C@@H]2CC(C)C)cc1	4	-0.5	-17	-13	-15	0	15	-6	-30	1
N#C/C(=C/c1cn[nH]c1-c1cccc(Br)c1)C(=O)O	-6	0.3	-4	7	/	-1	/	1	6	2
CCN(CC)S(=O)(=O)c1cccc(C(=O)NC(Cc2c[nH]c3ccccc23)c2nnc3n2CCCCC3)c1 (stereo not given)	-1	-1.0	-8	4	-14	1	14	/	-11	1
O=c1cc(O)c(-c2ccc(Cl)cc2)c(Cl)[nH]1	-13	0.1	-7	-2	/	-4	/	2	-17	1
CCn1c(CNc2ccc(C(=O)O)cc2)nc2ccccc21	-5	2.4	-13	4	1	-5	-1	2	-10	16
O=C(COC(=O)C1CCN(S(=O)(=O)c2cccs2)CC1)Nc1ccc(F)cc1F	5	9.1	-8	28	/	6	/	1	5	-4
COc1ccccc1C(=O)NC(=O)COC(=O)Cc1n[nH]c(=O)c2ccccc12	8	1.6	2	-4	-13	5	13	-4	4	-4
CC(=O)NC12CC3CC(C1)CC(C(=O)Nc1nc4ccc(F)cc4s1)(C3)C2	-4	-2.1	-16	15	17	0	-17	6	5	-6
O=C(NC1CCS(=O)(=O)C1)c1ccc(N2CCCCC2)c([N+](=O)[O-])c1 (stereo not given)	-3	0.3	-15	3	0	0	0	1	0	1
O=C(Nc1ccc(-c2nc3ccccc3o2)cc1)c1ccc2c(c1)OCO2	-1	-0.4	?	-2	68	4	-68	0	7	2
O=C(CSc1ncn[nH]1)NCCc1ccccc1	-20	0.0	0	-2	-41	-2	41	-3	-4	-4
CCN(CC)CCn1c2ccccc2c2nc3ccc([N+](=O)[O-])cc3cc21	-8	-1.5	51*	-2	26	/	-26	15	/	/
CCCc1cc(=O)n2[nH]c(NCc3ccccc3Cl)nc2n1	-9	-0.7	-4	0	-2	2	2	/	/	-3
CCc1ccc(NC(=O)Cn2nnc(C(=O)NCCc3ccc(OC)c(OC)c3)c2N)cc1	3	0.9	83*	1	64	0	-64	-1	-18	-12
Nc1c(C(=O)NCC2CCCO2)sc(=S)n1-c1ccccc1 (stereo not given)	5	1.0	2	8	0	2	0	/	-5	1
CC1CCN(S(=O)(=O)N2CCC(C(=O)N3CCC(N(C)CC4CCCO4)CC3)CC2)CC1 (stereo not given)	-10	1.3	3	-10	-38	4	38	-5	/	1
CCn1ncc([N+](=O)[O-])c1C(=O)NC1CCCCC1	4	-0.5	-7	/	-44	2	44	-2	1	-3
FC(F)(F)COc1ccc(-n2ccnc2)nn1	-15	-1.0	-8	-10	-15	1	15	-1	4	0
Cc1ccc(N2CC(C(=O)N3CCCc4ccccc43)CC2=O)cc1 (stereo not given)	-1	-3.5	-6	-7	4	2	-4	-2	8	0

By substructure, the compounds so far with a Cl atom.
SMILES	PvdQ inh	CDK5 inh	dFosB act	Rtt109 Vps75	SR-BI DiI inh	HTR5A ag ctr	SR-BI DiI-HDL act	Wnt bcat act	MITF act	cardiac RTF act
COc1cccc(C(=O)CN(C(=O)c2ccc(Cl)cc2Cl)N2C(=O)c3ccccc3C2=O)c1	4	1.6	-9	-7	13	0	-13	-2	8	-5
Cc1onc(-c2ccccc2)c1C(=O)N1CCN(S(=O)(=O)c2ccc(Cl)cc2)CC1	-17	1.0	-6	-11	/	8	/	1	8	-4
O=C(Nc1ccc(N2CCN(C(=O)c3ccc(Cl)cc3)CC2)cc1)c1ccc2c(c1)OCCO2	-1	-1.1	-6	4	46	1	-46	8	-73	5
COC(=O)C1CCN(CC(=O)Nc2ccc(OC)c(Cl)c2)CC1	-13	-1.9	-8	-12	6	5	-6	-2	-4	-2
COc1ccc(N2CCN(C3=CC(=O)N(c4cccc(Cl)c4)C3=O)CC2)cc1	1	-3.2	6	-7	-13	-1	13	-1	11	6
Clc1ccccc1/C=C/c1nc(-c2ccccn2)no1	-11	5.6	-20	7	6	-1	-6	0	/	7
O=c1cc(O)c(-c2ccc(Cl)cc2)c(Cl)[nH]1	-13	0.1	-7	-2	/	-4	/	2	-17	1
CCCc1cc(=O)n2[nH]c(NCc3ccccc3Cl)nc2n1	-9	-0.7	-4	0	-2	2	2	/	/	-3

Source: PubChem (several laboratories)
